West Nile virus CPE – West Nile virus antiviral activity, cell-based, CPE readout (AID 1621) | West Nile virus-infected cells, CPE inhibition; higher % means a stronger effect | CPE inhibition, % at 10 µM; hits with a dose series show IC50 in µM | hit rate 0.02% among 290,000; in the data active means a potency from the dose series; inconclusive means CPE inhibition mostly from about 3.7% at the one dose, without a potency; inactive means the rest, 99 in 100 with CPE inhibition below about 2.2%; further: strong numbers were not always called active
GPR55 LPI antagonism – GPR55 antagonists blocking LPI-driven arrestin recruitment, primary screen, imaging, U2OS, beta-arrestin-GFP, LPI agonist (AID 2013) | G-protein coupled receptor 55 (Homo sapiens) | U2OS GPR55 beta-arrestin-GFP translocation imaging, LPI antagonism; higher % means a stronger effect | one-dose inhibition, % at 10 µM; IC50 in µM for titrated hits | hit rate 0.13% among 290,000;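 active means spots per cell inhibited over 60%, with over 100 cells counted and total cytoplasm intensity under 500,000; inconclusive means wells with under 100 cells, flagged as likely toxic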;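 further: U2OS cells stably carrying GPR55 and arrestin-GFP stimulated by 5 µM LPI near EC80; imaged beta-arrestin-GFP aggregate spots per cell after agonist stimulation; plate controls were LPI-stimulated DMSO wells for no effect and DMSO wells without LPI for full effect; some results filed as inactive read as strong as hits; confirmed hits need IC50 under 10 µM and bright autofluorescent wells are also inconclusive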
GPR35 antagonists – GPR35 antagonists blocking zaprinast-driven arrestin recruitment, primary screen, imaging, U2OS, beta-arrestin-GFP, zaprinast agonist (AID 2058) | U2OS GPR35 beta-arrestin-GFP translocation imaging, zaprinast antagonism; higher % means a stronger effect | inhibition, % at 10 µM, or IC50 in µM where a hit was titrated | hit rate 0.052% among 290,000;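 active means inhibition of at least 50% with at least 30 cells and total cytoplasm GFP at most 10,000,000; inconclusive means under 30 cells or total GFP of 10,000,000 plus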
GPR55 activation – GPR55 agonists via beta-arrestin recruitment, primary screen, imaging, U2OS cells, beta-arrestin-GFP redistribution (AID 1961); G-protein coupled receptor 55 (Homo sapiens); U2OS GPR55 beta-arrestin-GFP redistribution imaging; higher % means a stronger effect; one-dose activation, % at 10 µM; EC50 in µM for titrated hits; hit rate 0.048% among 290,000;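 active means activation above 40% with more than 50 cells counted in the well; inconclusive means wells holding fewer than 50 cells, flagged as toxic or sparse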;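 further: U2OS osteosarcoma cells stably expressing GPR55 and beta-arrestin-GFP; plate controls were DMSO negative control for no effect and LPI positive control for full effect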
NOD1 NF-kB reporter – NOD1 signaling inhibitors, primary screen, cell-based, luminescence, uHTS (AID 1578); NOD1-driven NF-kB luciferase reporter cells, luminescence; higher % means a stronger effect; inhibition, % at 4 µM, or EC50 in µM where a hit was titrated; hit rate 1% among 290,000; in the data active means inhibition mostly above about 36%, no sharp cut-off; inactive means mostly below about 34%;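 further: HEK-293T reporter cells stimulated with the NOD1 agonist gamma-tri-DAP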
KOR beta-arrestin-1 – KOR antagonists, beta-arrestin recruitment, cell-based, luminescence, uHTS (AID 1778); KOR beta-arrestin recruitment, luminescence, antagonist mode; higher % means a stronger effect; inhibition, % at 10 µM, or IC50 in µM where a hit was titrated; hit rate 0.091% among 290,000; in the data active means inhibition above about 50%; further: strong numbers were not always called active
HIV fusion peptide – inhibitors of HIV fusion peptide binding, primary screen, biochemical, uHTS, fluorescence dequenching (AID 1986); one-dose inhibition, % at 20 µM; IC50 in µM for titrated hits; cell-free peptide binding, fluorescence dequenching, 30 min; higher % means a stronger effect; hit rate 0.3% among 290,000; in the data active means inhibition mostly above about 52%, no sharp cut-off; inactive means mostly below about 76%; further: some results filed as inactive read as strong as hits
KOR beta-arrestin-2 – KOR agonists, beta-arrestin recruitment, primary screen, cell-based, luminescence, uHTS (AID 1777); KOR beta-arrestin recruitment, luminescence; higher % means a stronger effect; one-dose activation, % at 10 µM; EC50 in µM for titrated hits; hit rate 0.02% among 280,000; Kappa-type opioid receptor (Homo sapiens); in the data active means activation above about 50%, passing the limit was not always enough; further: a part of the inactive calls stands beside numbers as strong as those of hits
NS5 inhibitors – Dengue-2 NS5 methyltransferase inhibitors, primary screen, biochemical, confirmation dose response (AID 588689); Genome polyprotein (Dengue virus type 2 (strain 16681-PDK53)); Dengue-2 NS5 methyltransferase capping enzyme assay, biochemical; higher % means a stronger effect; inhibition, % at 25 µM, or IC50 in µM where a hit was titrated; hit rate 0.3% among 340,000; in the data active means a potency from the dose series; inconclusive means inhibition above about 29% without an active follow-up result
NS5 inhibitors pilot replicate – second read-out of NS5 inhibitors, no call of its own (marks repeat the call); inhibition, %; measured here: pilot screen replicate inhibition
* marks the source's active call; other numbers are inactive results; u = inconclusive; x = not tested or not shown; & = joins results of further samples; [ ] = dose if it differs, or a comment. Only part of the results is shown; rates above refer to the full screens.

SMILES	West Nile virus CPE	GPR55 LPI antagonism	GPR35 antagonists	GPR55 activation	NOD1 NF-kB reporter	KOR beta-arrestin-1	HIV fusion peptide	KOR beta-arrestin-2	NS5 inhibitors	others
COc1ccc(NC(=O)CSc2nnc(Cn3cnc4ccccc43)n2C)cc1	-0.2%	13.6%	-2.2%	-0.1%	-23.6%	22.8%	2.1%	1.3%	-6.2%
O=C(NC1CCCCC1)C(c1ccc2ncccc2c1)N(Cc1ccccc1)C(=O)c1ccc2c(c1)OCCO2 (centres undefined)	-0.1%	-3.2%	17.2%	1.1%	-6.5%	-1.9%	-3.1%	-1.3%	-2.8%
O=C(Nc1cccn2ncnc12)c1ccc(Cl)cc1Cl	0.3%	-1.2%	13.0%	-0.1%	5.9%	-15.6%	-3.5%	0.0%	3.2%
O=C(CSc1ccccn1)N1CCCC(Nc2ccc(F)c(F)c2)C1 (centres undefined)	-0.5%	20.3%	11.4%	-0.1%	27.6%	48.3%	-2.8%	-5.5%	-1.9%
CCc1ccc(C(C(=O)NC2CCCC2)N(C(=O)/C=C/C(=O)Nc2cc(C)on2)c2ccccc2C)cc1 (centres undefined)	0.0%	0.7%	-2.3%	-0.2%	76.7%*	-4.6%	-2.8%	0.9%	0.0%
Cc1ccc(S(=O)(=O)NC2=NCN(CCOC(=O)c3ccc([N+](=O)[O-])cc3)CN2)cc1	0.5%	13.9%	4.9%	0.0%	14.9%	-21.6%	-0.8%	-4.9%	-2.4%
CCC(C)Nc1c2c(nc3c(-c4ccccc4)c(C)nn13)CCC2 (centres undefined)	-0.8%	6.5%	11.7%	-0.2%	30.3%	-1.2%	-3.5%	-1.9%	1.6%
O=C(NC1CS(=O)(=O)CC1NCc1ccco1)c1ccccc1 (centres undefined)	-0.2%	7.4%	9.6%	-0.2%	-12.9%	-27.5%	-0.6%	2.0%	3.1%
C=C1CCC[C@]2(C)C[C@H]3OC(=O)C(CN(Cc4ccc(OC)c(OC)c4)CC(C)O)[C@H]3CC12 (some centres undefined)	u	8.2%	4.2%	0.0%	33.5%*	-9.2%	0.6%	-2.0%	4.6%
COc1cccc(-c2nnc(N(C)C(=O)C3CCOC3)s2)c1 (centres undefined)	1.0%	2.3%	6.6%	-0.1%	-17.8%	12.0%	-1.3%	0.2%	-7.2%
CCOC(=O)N1CCN(C/C(C)=C/c2ccccc2)CC1	0.0%	8.6%	6.2%	0.2%	-12.0%	0.3%	0.2%	-0.5%	-0.7%
CCc1ccc(/C=N/N2CCN(c3ccccn3)CC2)cc1	0.0%	12.4%	-12.4%	0.3%	-5.7%	19.5%	-1.7%	3.9%	-5.4%

Next section; it opens with the five that closed the last part.
SMILES	West Nile virus CPE	GPR55 LPI antagonism	GPR35 antagonists	GPR55 activation	NOD1 NF-kB reporter	KOR beta-arrestin-1	HIV fusion peptide	KOR beta-arrestin-2	NS5 inhibitors	others
O=C(NC1CS(=O)(=O)CC1NCc1ccco1)c1ccccc1 (centres undefined)	-0.2%	7.4%	9.6%	-0.2%	-12.9%	-27.5%	-0.6%	2.0%	3.1%
C=C1CCC[C@]2(C)C[C@H]3OC(=O)C(CN(Cc4ccc(OC)c(OC)c4)CC(C)O)[C@H]3CC12 (some centres undefined)	u	8.2%	4.2%	0.0%	33.5%*	-9.2%	0.6%	-2.0%	4.6%
COc1cccc(-c2nnc(N(C)C(=O)C3CCOC3)s2)c1 (centres undefined)	1.0%	2.3%	6.6%	-0.1%	-17.8%	12.0%	-1.3%	0.2%	-7.2%
CCOC(=O)N1CCN(C/C(C)=C/c2ccccc2)CC1	0.0%	8.6%	6.2%	0.2%	-12.0%	0.3%	0.2%	-0.5%	-0.7%
CCc1ccc(/C=N/N2CCN(c3ccccn3)CC2)cc1	0.0%	12.4%	-12.4%	0.3%	-5.7%	19.5%	-1.7%	3.9%	-5.4%
Cc1nnc2c(-c3ccccc3)nc3ccccc3n12	0.3%	-3.4%	6.4%	0.2%	-17.5%	18.7%	-1.8%	-2.7%	4.1%
CCc1ccc(CC)c(S(=O)(=O)Nc2ccc(C(=O)O)c(O)c2)c1	0.0%	0.8%	4.8%	-0.1%	-10.3%	-24.1%	32.2%	-1.4%	10.8%
Cc1cc(C)nc(SCCn2c(N3CCC(C)CC3)nc3c2c(=O)n(C)c(=O)n3C)n1	x	13.8%	7.9%	0.3%	-19.6%	-14.8%	-0.7%	2.8%	x
COc1ccc(OCC(=O)Nc2c(C(=O)N3CCC(N4CCCCC4)CC3)oc3ccccc23)cc1	0.3%	5.5%	-4.9%	-0.2%	-22.1%	-30.5%	0.7%	0.3%	2.7%
COc1ccc(CCNC(=O)CN(c2ccc(OC)c(OC)c2)S(C)(=O)=O)cc1OC	-0.1%	5.8%	4.6%	-0.1%	-4.2%	-3.7%	-0.4%	-3.3%	3.2%
O=C(N/N=C/c1cccnc1)c1cc(Br)ccc1O	0.2%	7.2%	-6.7%	0.0%	-7.2%	-6.0%	1.4%	-2.9%	6.0%
Cc1ccc(CCNC(=O)CCNS(=O)(=O)c2ccc3c(c2)oc(=O)n3C)cc1	-0.2%	5.1%	10.8%	0.2%	-27.8%	21.4%	-1.5%	4.1%	-4.8%
O=C(Nc1nnc(S(=O)(=O)N2CCCCCC2)s1)c1ccc(Cl)cc1	0.7%	17.8%	-6.0%	0.0%	x	-20.0%	4.6%	0.1%	-0.9%
CCCC(c1nnnn1C(C)(C)CC)N1CCN(C2CCCC2)CC1 (centres undefined)	-0.1%	-4.1%	-4.0%	0.4%	16.1%	-4.0%	-0.4%	-4.7%	0.7%
Brc1ccc(-c2nnc(SCCC3OCCCO3)o2)cc1	-0.8%	7.5%	11.1%	-0.1%	-5.4%	-0.1%	1.2%	13.2%	-4.8%
O=C(c1ccc(Cn2c(=O)[nH]c3ccccc3c2=O)cc1)N1CCN(c2ccccc2)CC1	x	11.2%	6.1%	-0.2%	-12.4%	-1.3%	4.0%	-1.8%	0.8%
COc1ccccc1CN1CC(C(=O)NCCc2ccc(Cl)cc2)CC1=O (centres undefined)	-0.5%	-1.0%	6.1%	0.0%	-8.7%	-2.4%	-1.2%	-0.5%	-5.0%
COc1c(Br)cc(C(N)=O)cc1OCc1ccccc1	-0.3%	10.9%	-5.0%	0.8%	-28.3%	-22.2%	1.4%	1.8%	-5.4%
CCOC(=O)N1CCC(N2CCCC(CO)(Cc3cccc(Cl)c3)C2)CC1 (centres undefined)	-0.8%	5.7%	0.2%	0.4%	-28.0%	-16.4%	1.6%	0.7%	-9.2%
Cc1ccc(N2CCN(c3ccc(C)cc3)C2c2ccncc2)cc1	-0.4%	4.9%	-8.8%	-1.0%	7.5%	-13.7%	0.9%	-4.7%	-7.5%
C[n+]1cc(-c2ccccc2)n2c1CCCCC2	-0.2%	14.9%	-10.3%	-0.1%	9.4%	23.6%	-3.9%	3.0%	0.8%
Clc1ccc(CSc2nnc(-c3cccnc3)n2Cc2ccco2)c(Cl)c1	-0.4%	1.5%	31.7%	0.4%	25.6%	-16.5%	-2.5%	-2.8%	-17.7%
Cc1ccccc1C(=O)Nc1ccccc1C(=O)NC1CC1	-0.2%	1.0%	7.7%	-0.1%	-8.8%	-10.8%	0.1%	4.8%	7.5%
O=C(Nc1ccccc1)NC1(C(=O)NCc2ccc3c(c2)OCO3)CCCCC1	-0.7%	2.9%	15.4%	-0.1%	-5.6%	26.5%	11.6%	-3.3%	6.9%	NS5 inhibitors pilot replicate=-0.6
N#Cc1c(N2C(=O)C3C4C=CC(C4)C3C2=O)sc2c1CCC2 (centres undefined)	0.3%	-2.3%	1.7%	-0.3%	1.4%	18.7%	-0.5%	-6.8%	1.6%
COc1ccc(-c2nc3ncccc3o2)cc1NC(=O)c1ccco1	-1.0%	-9.6%	-18.9%	-0.2%	-31.8%	36.8%	-1.6%	-3.6%	-8.2%
COc1ccc(OC)c(N/C(C)=C/C(=O)c2ccc(Br)cc2)c1	-0.7%	-9.1%	-7.3%	-0.1%	-17.7%	-0.8%	-1.2%	0.0%	3.0%
COc1ccc(/C=C2\CCOC2=O)cc1	1.1%	-3.0%&0.5%	0.5%&3.3%	0.2%&0.0%	-2.3%&4.1%	7.1%&5.9%	-1.1%&0.4%	6.2%	-3.3%
CCN(CCn1cccn1)Cc1c(C(=O)N2CCCCCCC2)nc2ccc(Cl)cn12	-1.4%	1.0%	9.7%	-0.1%	-4.7%	-10.2%[20 µM]	0.7%	-7.2%	-0.9%
Cc1sc2nc3ccc(NCc4ccco4)nn3c(=O)c2c1C	-0.3%	9.2%	8.4%	0.5%	-20.9%	-16.4%	8.8%	8.1%	>100µM*
O=C(NC1CC1)c1ccc(S(=O)(=O)NCC2CCCCC2)cc1	-0.8%	10.4%	21.9%	0.3%	-19.6%	10.7%	3.2%	-5.1%	-3.1%
O=C(CCC(=O)NC1CC1)Nc1nnc(C2CCCCC2)s1	0.5%	6.5%	-4.3%	0.6%	-10.7%	-9.7%	-2.3%	6.4%	-7.3%
Cc1nc2nc(-c3cccnc3)[nH]n2c(=O)c1C	x	-5.9%	2.0%	-0.2%	-13.7%	-27.9%	6.3%	-1.2%	-4.3%
COC(=O)c1ccccc1NC(=O)CSc1nc2ncccc2[nH]1	0.1%	4.6%	-5.7%	0.2%	-30.8%	8.4%[20 µM]	-0.7%	-6.0%	-0.8%
O=c1c2c3c(sc2ncn1/N=C/c1ccc([N+](=O)[O-])o1)CCCC3	u	18.7%	9.5%	0.0%	27.5%	4.0%	-2.8%	-2.0%	-0.5%
O=C(NCc1csc(-c2cccs2)n1)c1ccsc1	0.4%	2.0%	-0.6%	-0.1%	-15.8%	-13.6%	0.5%	3.8%	6.9%
